B2AR arrestin = agonists driving beta-arrestin recruitment to human beta2-adrenergic receptor. P07550. beta-arrestin recruitment to beta2AR, cell-based reporter. Potency, µM (doses to about 46.1 µM), for inactives: at the top dose activation, actives largely listed as activators. actives 0.02% (n = 330,000). AID 492947;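 note: potency is the fitted concentration of half-maximal effect; 0% = DMSO controls and full agonism = EC100 isoproterenol or metaproterenol; nearly all actives have a fitted effect of over 65% in size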
Target sequence (P07550 whole entry, looked up): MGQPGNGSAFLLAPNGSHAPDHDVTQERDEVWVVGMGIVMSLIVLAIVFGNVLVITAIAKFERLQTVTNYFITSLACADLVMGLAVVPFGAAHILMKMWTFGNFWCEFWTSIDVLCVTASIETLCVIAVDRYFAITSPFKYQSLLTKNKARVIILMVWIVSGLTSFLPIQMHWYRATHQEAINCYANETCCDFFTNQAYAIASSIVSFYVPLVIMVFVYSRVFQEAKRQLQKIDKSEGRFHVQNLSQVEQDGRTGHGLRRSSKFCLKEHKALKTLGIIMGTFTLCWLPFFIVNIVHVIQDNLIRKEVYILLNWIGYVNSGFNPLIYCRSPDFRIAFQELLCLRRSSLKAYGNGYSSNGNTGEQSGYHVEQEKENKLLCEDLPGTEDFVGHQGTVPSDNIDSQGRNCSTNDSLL
Coupling enz = coupling enzyme interference in Giardia aldolase counter-screen. actives 0.67% (n = 290,000). AID 2472. activity change, negative = inhibition, % at 58.2 µM, hits read low. coupling enzyme system counterscreen, AmpLite Red fluorescence; in the data active = activity change below about -30%
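First, compound is pin-transferred into glyceraldehyde-3-phosphate coupling-enzyme reagent at 57.5 uM final and held 10 min at RT. Next, substrate, coupling system and AmpLite Red are added. After 20 min RT, fluorescence (525/598 nm) is read.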
hERG WT inh = inhibitors of human wildtype KCNH2 potassium channel. Q12809. U2OS, BacMam KCNH2, thallium flux FluxOr; active compounds read low. activity change, % at 1.84 µM. actives 0.37% (n = 340,000). AID 720551;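 active = maximum activity change below -70%; inconclusive = maximum activity change between -70% and -50%; inactive = maximum activity change above -50%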
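U2OS cells were transduced with wild-type KCNH2 virus (2.03 x 10^8 / mL) for 4 h at room temperature, then cultured overnight at 37 C. Thallium flux was read with FluxOr dye. Rate constants were normalized to DMSO controls.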
Eya2 inh = Eya2 (human) phosphatase inhibition | recombinant Eya2, OMFP fluorescence dephosphorylation (OMFP is methylfluorescein phosphate) | actives 0.006% (n = 330,000) | Potency, µM (highest dose often 76.9 µM), for inactives: at the top dose activity, negative = inhibition, hits mostly inhibitors | O00167; note: potency is the fitted concentration of half-maximal effect
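Eya2 protein (added as 0.2 uM solution) was preincubated with compound for 10 min at ambient temperature in 50 mM HEPES pH 7.5, 50 mM NaCl, 5 uM MgCl2, 0.05% BSA, 1 mM DTT. OMFP (added at 50 uM) then reacted 10 min; fluorescence read at 485/525 nm.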
PKM2 act = activators of human pyruvate kinase M2. actives 0.34% (n = 260,000). Potency, µM (series often up to 57.5 µM), for the others: top-dose activation, hits mostly activators. P14618. purified PKM2, Kinase-Glo ATP luminescence, activation; response scale: 0% is enzyme alone, no compound; note: potency is the fitted concentration of half-maximal effect; nearly all actives have a fitted effect of over 55% in size
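Kinase-Glo luminescence reports ATP generated from ADP (0.1 mM) and PEP (0.5 mM) by purified hPK-M2 after 1 h at room temperature, pH 7.2 imidazole buffer; intermediate enzyme activity allows detecting inhibitors and activators.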
uPA generation = inhibitors of cell surface uPA generation. cell surface uPA generation assay, qHTS. Potency, µM (highest dose often 38.3 µM), without a hit: top-dose activity change, negative = inhibition, actives largely listed as inhibitors. actives 0.31% (n = 330,000). AID 540303; active = well fitted inhibition curve with a large enough effect; inconclusive = small, poorly fitted or top-dose-only effect; inactive = no such curve, though single readings can be large or run the other way; tested in mouse RAW 264.7 cells; note: potency is the fitted concentration of half-maximal effect; nearly all actives have a fitted effect of over 55% in size
GALK inh = blocks human galactokinase activity; Potency, µM (series often up to 57.5 µM), for inactives: at the highest dose activity change, negative = inhibition, usual class: inhibitors; Purified GALK, Kinase-Glo residual ATP luminescence; AID 1868; actives 0.007% (n = 270,000); note: potency is the fitted concentration of half-maximal effect
Target sequence (P51570 whole entry, looked up): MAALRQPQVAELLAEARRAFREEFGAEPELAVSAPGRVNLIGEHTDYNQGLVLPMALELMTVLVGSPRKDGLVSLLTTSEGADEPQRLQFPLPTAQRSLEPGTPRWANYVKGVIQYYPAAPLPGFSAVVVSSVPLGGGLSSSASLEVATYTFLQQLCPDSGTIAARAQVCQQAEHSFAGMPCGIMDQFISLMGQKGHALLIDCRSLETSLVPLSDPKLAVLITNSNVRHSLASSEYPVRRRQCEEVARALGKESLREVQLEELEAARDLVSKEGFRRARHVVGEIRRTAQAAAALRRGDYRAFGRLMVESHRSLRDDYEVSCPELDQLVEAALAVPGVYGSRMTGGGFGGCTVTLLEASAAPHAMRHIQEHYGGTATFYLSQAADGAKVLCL
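Quantitative HTS: GALK 5 nM, ATP 35 uM, galactose 100 uM, 1 h room temperature, then luciferase-based ATP detection.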
BCR signal inh = chronic active BCR signaling inhibition; actives 0.05% (n = 340,000); ABC-DLBCL IkBa-CBG/CBR reporter, luminescence ratio, 4 h; AID 493014; Potency, µM (top dose mostly 46.1 µM), for the others: at the highest dose ratio change, negative = lower green/red ratio, hits mostly inhibitors; active = well fitted inhibition curve with a large enough effect in the signal ratio, with a control signal flat, not every such curve was filed as active; inconclusive = small, poorly fitted or top-dose-only effect, or effect the other way, or a change in a side signal; the % refers to the signal ratio;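 note: potency is the fitted concentration of half-maximal effect; plate controls were basal doxycycline-induced cells for no effect and cells given 10 µM MG132 for full effect; MG132 reads +100%, hits lower the ratio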
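TMD8 human ABC-DLBCL cells with doxycycline-inducible IκBα–green luciferase fusion and unfused red luciferase, in 0.5% FBS medium; compounds up to 46 uM, 4 h at 37C. Green/red luminescence ratio, filter-overlap corrected, fitted to concentration-response curves.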
USP2a block = inhibitors of human ubiquitin-specific protease USP2a. USP2 core, Ub-CHOP2 coupled fluorogenic reporter, 485/531. Potency, µM (top dose mostly 38.3 µM), inactives show at the top dose activity change, negative = inhibition, usual class: inhibitors. actives 0.01% (n = 330,000). AID 463254;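 note: potency is the fitted concentration of half-maximal effect; plate controls were DMSO wells for no effect and full inhibition by NEM control for full effect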
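USP2 core (10nM final) preincubated 30min RT with compound in 20mM Tris-HCl pH 8.0, 2mM CaCl2, 2mM beta-mercaptoethanol, 0.05% CHAPS; 25nM Ub-CHOP2 plus 25nM reporter substrate added, fluorescence (Ex485/Em531) read after 60min.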
KCNH2 3.1 inh = KCNH2 3.1 (human) potassium channel inhibition. U2OS KCNH2 3.1, thallium flux FluxOr; active compounds read low. activity change, % (tested at about 1.8 µM). actives 0.95% (n = 340,000);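 active = maximum activity change below -70%; inconclusive = maximum activity change from -70% to -50%; inactive = maximum activity change above -50%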;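 note: thallium influx rate constant from kinetic fluorescence after stimulation buffer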
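Thallium flux via FluxOr fluorescence (Red40 quencher, 45 min loading) in U2OS cells virally expressing the KCNH2 3.1 isoform (1.77 x 10^8 /mL virus, overnight at 37 C). Rate constants from 2-min kinetic reads post-stimulation, normalised to positive and negative controls.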
Giardia kill = Giardia lamblia killing. Giardia lamblia trophozoite viability. activity change, % at 7.66 µM, hits read low. actives 0.15% (n = 340,000). AID 540267; in the data active = activity change below about -80%; inconclusive = between about -30% and that limit;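 note: parasites exposed to compound for two days anaerobically before the ATP read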
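Media and compound were dispensed first, then trophozoites at 100 cells/well; plates sat 48 hrs at 37 deg C without oxygen before ATP luminescence reagent was added and read after 15-30 min at room temperature.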
* = called active by the depositor; u = inconclusive; x = not tested or not shown; & = joins results of further samples; [ ] = another dose, or the depositor's remark. Unless noted, calls come from the whole dose curve; as a rule, active = well fitted curve in the direction sought with a large enough effect; inconclusive = small, poorly fitted or top-dose-only effect, or another doubt; inactive = no such curve, though single readings can be large; an effect the other way counts as inactive or inconclusive. Unless noted, % is set by controls: 0 for no effect and ±100 for the full control effect.

SMILES	B2AR arrestin	Coupling enz	hERG WT inh	Eya2 inh	PKM2 act	uPA generation	GALK inh	BCR signal inh	USP2a block	KCNH2 3.1 inh	Giardia kill
CS(=O)(=O)N1CCCC(C(=O)Nc2ccccc2)C1 (stereo not given)	3.3%	0	1	3%	0%	1%	2%	-1%	4%	7	-11
CC(C)OC(=O)CSc1nc(N)c(C#N)c(-c2cccs2)c1C#N	-0.2%	-1	4	15%	-2%	x	4%	0%	-1%	8	0
Cc1ccsc1C(=O)OCC(=O)NCc1ccc(Cl)cc1	-0.1%	x	2	-14%	x	-9%	x	u	-4%	-4	-12
COC(=O)[C@]1(Cc2ccccc2)N[C@H](CN(C)C(=O)NC(C)C)[C@@H]2C(=O)N(C)C(=O)[C@@H]21	-0.9%	x	-1	2%	x	5%	x	0%	0%	-5	22
O=C(NNS(=O)(=O)c1cccc(Cl)c1Cl)c1cccc(S(=O)(=O)N2CCOCC2)c1	0.1%	7	5	4%	2%	-3%	0%	4%	3%	19	-19
O=C(c1ccc(Cl)c(Cl)c1)N1CCC(=O)N(C(COCc2ccccc2)Cc2ccccc2)CC1 (stereo not given)	-1.9%	-1	11	-7%	-1%	-10%	x	-3%	-2%	-14	-16
CCC(C)(C)NC(=O)C(c1ccc(OC)cc1)N(Cc1ccco1)C(=O)CCC(=O)Nc1cc(C)on1 (stereo not given)	-1.1%	3	-17	-5%	0%	-5%	0%	u	3%	-21	-3
O=C(CSc1nnnn1-c1ccccc1)Nc1ccc(N2CCOCC2)cc1	0.1%	0	-9	12%	1%	2%	0%	u	1%	0	-7
CCCC(=O)Nc1nc(-c2ccc3c(c2)OCCO3)cs1	-0.2%	-2	7	-28%	-10%	-19%	-1%	u	0%	-6	-17
CC1CCC2(CC1)NC(=O)N(CC(=O)Nc1ccc(C(N)=O)cc1)C2=O (stereo not given)	0.4%	x	3	7%	x	20%	x	1%	4%	13	-3
CCn1ncc(C2=NOC(C(=O)Nc3c(C)n(C)n(-c4ccccc4)c3=O)C2)c1C (stereo not given)	-0.6%	4	6	-14%	0%	10%	2%	2%	2%	19	6
CCOc1ccc(CCNC(=O)c2nnn(CC(=O)Nc3ccc(OC)c(OC)c3)c2N)cc1OCC	-0.7%	-2	8	1%	x	1%	-2%	-6%	2%	21	20
NNC(=O)c1cc(NS(=O)(=O)c2cccs2)cc(NS(=O)(=O)c2cccs2)c1	-0.6%	x	-7	9%	x	0%	x	5%	-1%	-9	-3
CC1=C(c2ccccc2)C(=S)NC(C)(C)C1	-0.5%	-2	-19	3%	5%	2%	-3%	-2%	1%	-1	28
CCc1nc2ccccc2c(C(=O)OC2CCCCC2=O)c1C (stereo not given)	0.1%	3	-2	-4%	-1%	0%	-1%	-5%	-1%	-7	11
COC(=O)C1=C(C)N(CC2CC2)C(=O)N[C@H]1c1ccccc1	x	5	-4	x	11%[11.5 µM]	-11%	x	x	x	11	15
CC1CCN(S(=O)(=O)c2nnc(NC(=O)COc3ccccc3)s2)CC1	-0.8%	2	-4	1%	2%[0.46 µM]	-4%	3%	2%	3%	0	0
Cc1ccc(CCN2CC(C(=O)NCCCN3CCOCC3)CC2=O)cc1 (stereo not given)	0.1%	1	-14	-16%	-3%	3%	0%	5%	0%	-30	4
COc1ccc(-c2[nH]c(-c3ccccc3)nc2SCC(=O)NCc2ccco2)cc1OC	0.1%	0	3	-7%	-10%	-2%	1%	-3%	-4%	-23	-12
COc1ccc(S(=O)(=O)N2c3ccccc3OCC2C)cc1 (stereo not given)	-0.3%	-1	-3	6%	19%	-9%	5%	u	0%	0	20
CC1CCN(c2c(NCC3CCC(C(=O)NCCc4ccc(Cl)cc4)CC3)c(=O)c2=O)CC1 (stereo not given)	-0.6%	-1	-1	-2%	1%	-6%	x	-2%	-1%	15	0
O=C(NNS(=O)(=O)c1ccc(F)cc1)c1sccc1-n1cccc1	0.1%	0	4	1%	6%	0%	-1%	8%	7%	20	-18
CCn1c(SCC(=O)Nc2ccc(-c3nc4ccc(C)cc4s3)cc2)nnc1-c1ccccc1	-0.4%	0	x	-5%	2%	x	x	u	3%	x	x
O=C(c1ccc(Cl)c(S(=O)(=O)N2CCCCC2)c1)N1CCN(c2ccccc2)CC1	-0.7%	x	0	3%	-8%	-17%	6%	7%	-1%	3	-2

Record cards, from the list above. Values in the order: B2AR arrestin, Coupling enz, hERG WT inh, Eya2 inh, PKM2 act, uPA generation, GALK inh, BCR signal inh, USP2a block, KCNH2 3.1 inh, Giardia kill
Record of `COc1ccc(S(=O)(=O)N2c3ccccc3OCC2C)cc1` (stereo not given) = -0.3%, -1, -3, 6%, 19%, -9%, 5%, u, 0%, 0, 20
Record of `CC1CCN(c2c(NCC3CCC(C(=O)NCCc4ccc(Cl)cc4)CC3)c(=O)c2=O)CC1` (stereo not given) = -0.6%, -1, -1, -2%, 1%, -6%, x, -2%, -1%, 15, 0

(cont.)
SMILES	B2AR arrestin	Coupling enz	hERG WT inh	Eya2 inh	PKM2 act	uPA generation	GALK inh	BCR signal inh	USP2a block	KCNH2 3.1 inh	Giardia kill
Cc1ccccc1NC(=O)COC(=O)c1ccc(S(C)(=O)=O)c([N+](=O)[O-])c1	-0.4%	1	0	-6%	12%	u	-7%	u	1%	19	-6&-4
COCC(=O)N(C)c1nnc(-c2ccc([N+](=O)[O-])cc2)s1	-0.7%	3	2	7%	0%	5%	x	-14%	1%	-2	-11
CCOc1ccccc1C(=O)N1CCC(n2nnc3cc(C)ccc32)CC1	0.5%	-1	-5	14%	-4%	-4%	3%	-1%	1%	-8	6
Cc1cc(/C=C2\NC(=S)N(C)C2=O)ccc1N1CCCC1	0.2%	-2	-80*	u	4%	-1%	-2%	6%	13%	x	20
CC(Oc1cccc(Cl)c1)C(=O)NCc1ccc(S(N)(=O)=O)cc1 (stereo not given)	-0.4%	5	x	0%	-7%	-4%	2%	0%	0%	6	-11
CCCCn1c(N)c(N(CC(C)C)C(=O)C2CC(=O)N(c3ccc4c(c3)OCCO4)C2)c(=O)[nH]c1=O (stereo not given)	-0.1%	x	1	16%	x	1%	x	8%	3%	3	6
CC1CC(C)CN(S(=O)(=O)c2ccc3c(c2)oc(=O)n3CC(=O)NCCCOC(C)C)C1 (stereo not given)	0.5%	x	9	8%	x	-1%	-4%	1%	0%	0	-6
COc1ccc(-c2nc(CS(=O)(=O)CC(=O)NCc3ccc(F)cc3)c(C)o2)cc1	0.3%	4	2	-1%	8%	3%	0%	5%	1%	0	5
NS(=O)(=O)c1ccc(CCNC(=O)CN2CCN(c3ccc(F)cc3)CC2)cc1	0.2%	1	-7	6%	0%	11%	-4%	-3%	2%	0	6
Cc1ccc(C(=O)NCc2cccnc2)o1	0.4%	-1	1	-10%	2%	-12%	6%	u	1%	-9	-21
COc1ccc(Nc2nnc(SCC(=O)NC(=O)Nc3ccc4c(c3)OCCO4)s2)cc1	0.0%	2	-9	-20%	0%	u	1%	-6%	-1%	-1	-16
Cc1cccc(N(C(=O)c2nsc(Cl)c2Cl)C(C(=O)NC2CCCC2)c2ccc(O)cc2)c1 (stereo not given)	-0.6%	4	1	-3%	0%	-5%	0%	u	-1%	-7	-10
COc1ccc(NC(=O)C2CCN(c3nc(-c4ccc(OC)cc4)no3)CC2)cc1	-0.3%	1	-2	12%	1%	5%	x	-6%	2%	2	-17
CCOP(=O)(C1=C(O)C(=O)C(C(C)(C)C)=CC1=O)c1ccccc1 (stereo not given)	0.1%	-13	0	-2%	23%	-2%	-3%	6%	2%	0	3
COCCNC(=O)c1c(N)n(/N=C/c2ccc(F)cc2)c2nc3ccccc3nc12	-0.1%	0	-14	7%	-2%	14%	0%	u	-1%	23	-7
CCCC(C(=O)NC1CCCC1)N(CCCN1CCOCC1)C(=O)c1snc(C(N)=O)c1N (stereo not given)	0.1%	1	0	-3%	4%	x	8%	-1%	3%	-5	1
COc1ccc2nc(NC(=O)C3CCN(S(=O)(=O)c4cnc[nH]4)CC3)sc2c1	0.2%	-1	-24	5%	-4%	-3%	2%	0%	-1%	11	-10
COc1ccc(C(=O)N2CCCC(CCC(=O)NCc3ccccc3F)C2)c(OC)n1 (stereo not given)	0.4%	0	3	-4%	4%[0.46 µM]	6%	-2%	8%	-1%	15	1
Cc1c(C(O)CN2CCN(Cc3ccc4c(c3)OCO4)CC2)c2ccccc2n1C (stereo not given)	0.3%	-5	41	-2%	4%	-13%	-3%	u	2%	-21	-1
CCN(C(=O)CCc1nc(-c2ccc(OC)cc2)no1)c1cc(OC)ccc1OC	0.1%	-8	-1	-25%	-25%	3%	0%	u	-12%	-8	8
O=C(COc1cccnc1[N+](=O)[O-])NCCc1ccc(Cl)cc1	0.0%	-3	2	3%	0%	8%	-1%	1%	0%	-4	u
COc1cc(-c2nc(S(=O)(=O)c3ccc(Cl)cc3)c(N3CCOCC3)o2)cc(OC)c1OC	-0.1%	0	7	13%	-7%	x	0%	-5%	1%	-18	-11

Screening data (PubChem BioAssay)
